Screens: PubChem BioAssay, National Center for Advancing Translational Sciences (NCATS)
EPAC1 agonist = agonists of human EPAC1; O95398; EPAC1 agonist qHTS, biochemical assay; response scale: 100% = response to 6.5 mM cAMP; Potency, µM (top dose mostly 154 µM), inactives show at the top dose activation, most hits filed as activators; hit rate 0.073% among 360,000; also: potency is read from the fitted curve at half-maximal effect; nearly all actives have a fitted effect of over 60% in size
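Compounds were pinned as a concentration titration into mixtures of EPAC1 (100 nM), BODIPY-GDP-loaded Rap1B (250 nM) and GDP (50 uM). After 5 min at room temperature, fluorescence was followed for 30 min; activity was scaled to 6.5 mM cAMP.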
FUS suppressor = rescues growth of FUS-expressing yeast. Potency, µM (highest dose often 76.6 µM), without a hit: top-dose growth rescue (activation), actives largely listed as activators. S. cerevisiae FUS-expressing, growth rescue, OD600, 24 h. AID 1347120. hit rate 0.24% among 390,000;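 also: potency is read from the fitted curve at half-maximal effect; plate controls were DMSO vehicle for no effect and reference control for full effect; nearly all actives have a fitted effect of over 55% in size; some results filed as inactive show a strong effect at the top dose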
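Restored growth of FUS-toxic S. cerevisiae, read as 600 nm absorbance after 24 h at 30C in galactose medium (starting OD 0.005). Controls CP55940 and DMSO.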
PI5P4Ka inh = PI5P4K alpha (human) kinase inhibition; PI5P4Kalpha enzyme, ADP-Glo luminescence, 60 min; hits give low values; hit rate 1.2% among 330,000; P48426; max response, %; active = max response of -50% or lower; inconclusive = between -30% and -50%; inactive = -30% or higher; also: value at the top dose of about 77 µM; % is scaled to controls: 0 for no effect and ±100 for the full control effect
Target sequence (P48426 whole entry, looked up): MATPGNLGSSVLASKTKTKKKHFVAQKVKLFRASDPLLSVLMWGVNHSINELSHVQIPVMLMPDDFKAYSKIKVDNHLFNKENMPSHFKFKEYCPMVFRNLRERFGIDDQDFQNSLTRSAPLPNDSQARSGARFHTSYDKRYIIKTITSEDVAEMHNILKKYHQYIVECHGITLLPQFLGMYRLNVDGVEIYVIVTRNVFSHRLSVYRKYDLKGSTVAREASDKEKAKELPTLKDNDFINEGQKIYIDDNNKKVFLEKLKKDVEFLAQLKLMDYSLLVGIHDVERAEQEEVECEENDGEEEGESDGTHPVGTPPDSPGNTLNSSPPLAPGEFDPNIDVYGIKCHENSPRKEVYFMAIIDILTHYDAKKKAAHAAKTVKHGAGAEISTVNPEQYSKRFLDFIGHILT
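Controls without substrate or without enzyme flank wells where PI5P4Kalpha converts substrate using 5 microM ATP (final). Incubation lasts 60 minutes at room temperature; ADP formed is read by ADP-Glo luminescence.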
IL-2 act = activates IL-2 in a cell-based reporter assay; IL-2 activation reporter assay, cell-based qHTS; stimulated with anti-CD3/CD4/CD28 beads; in transgenic mouse T cells; activation, % (series mostly up to about 46 µM); hit rate 0.065% among 360,000; in the data active = activation above about 50%; inconclusive = mostly about 30% to 49%; also: 0% is about no effect
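Screening format: compound pinned onto unstimulated transgenic mouse T cells, 60 min incubation, then anti-CD3/anti-CD4/anti-CD28 bead stimulation for 18 hours at 37 degrees C, followed by EGFP and DsRed detection.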
Abeta yeast res = restores growth of yeast expressing A-beta42 peptide | yeast expressing A-beta42, growth rescue, OD600, 48 h; response scale: 0% DMSO, 100% iron-clioquinol control | Potency, µM (doses to about 46.1 µM), for inactives: at the highest dose growth rescue, most hits filed as activators | hit rate 0.063% among 410,000 | AID 1347071; also: potency is read from the fitted curve at half-maximal effect; nearly all actives have a fitted effect of over 55% in size
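Yeast A-beta toxicity model in growth medium with pinned compounds, 48 h at 30 C; growth read as absorbance at 600 nm. Normalized to FeCl3/clioquinol equimolar mix (positive) and DMSO (negative).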
WRN helicase inh = blocks human WRN helicase | Q14191 | WRN helicase unwinding, fluorescent forked duplex, kinetic | Potency, µM (highest dose often 114 µM), without a hit: top-dose activity change, negative = inhibition, usual class: inhibitors | hit rate 0.46% among 360,000; also: potency is read from the fitted curve at half-maximal effect; % is scaled to controls: 0 for no effect and ±100 for the full control effect; nearly all actives have a fitted effect of over 55% in size
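Fluorescence dequenching readout, ex 525 nm/em 598 nm, kinetic mode: forked duplex DNA (100 nM final) with adjacent fluorophore and quencher unwound by WRN (20 nM final) with 2 mM ATP. Compound preincubation 15 min, room temperature.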
EPAC1 antagonist = EPAC1 (human) antagonism; O95398; EPAC1 GEF assay, Rap1b-BODIPY-GDP exchange fluorescence; Potency, µM (top dose mostly 115 µM), for the others: at the highest dose activity change, negative = inhibition, actives largely listed as inhibitors; hit rate 0.14% among 360,000; AID 720709;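 also: potency is read from the fitted curve at half-maximal effect; plate controls were vehicle for no effect and positive control for full effect; nearly all actives have a fitted effect of over 50% in size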
PLK1 PBD block = PLK1 (human) polo-box domain binding inhibition. Potency, µM, without a hit: max response, negative = inhibition, actives largely listed as inhibitors. hit rate 2.8% among 360,000. Plk1 PBD binding of FITC phosphopeptide, fluorescence polarization; also: potency is read from the fitted curve at half-maximal effect; series mostly up to about 57 µM; % is scaled to controls: 0 for no effect and ±100 for the full control effect; nearly all actives have a fitted effect of over 65% in size
Target sequence (P53350 whole entry, looked up, the tested form may be a part): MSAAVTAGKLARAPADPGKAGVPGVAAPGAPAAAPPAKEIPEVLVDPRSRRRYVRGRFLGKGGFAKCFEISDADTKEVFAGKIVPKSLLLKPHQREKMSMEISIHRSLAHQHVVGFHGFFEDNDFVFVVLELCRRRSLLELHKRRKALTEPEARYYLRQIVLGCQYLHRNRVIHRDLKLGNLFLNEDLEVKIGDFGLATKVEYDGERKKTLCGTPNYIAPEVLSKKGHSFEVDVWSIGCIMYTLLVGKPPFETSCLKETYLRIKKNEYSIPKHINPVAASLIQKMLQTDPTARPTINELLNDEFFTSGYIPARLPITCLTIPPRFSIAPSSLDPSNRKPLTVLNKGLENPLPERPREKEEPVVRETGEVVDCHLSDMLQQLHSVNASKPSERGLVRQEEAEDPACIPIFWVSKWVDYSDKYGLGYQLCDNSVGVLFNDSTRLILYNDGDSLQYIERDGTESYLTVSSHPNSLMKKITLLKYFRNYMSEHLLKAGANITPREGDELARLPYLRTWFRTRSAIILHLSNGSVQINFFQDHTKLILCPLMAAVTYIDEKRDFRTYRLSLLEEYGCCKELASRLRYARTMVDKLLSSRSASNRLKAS
The depositor's hits bear a star; ? = inconclusive; · = no result given; & = joins results of further samples; [ ] = another dose, or the depositor's remark. Unless noted, calls follow the shape of the dose curve; as a rule, active = well fitted curve in the direction sought with a large enough effect; inconclusive = small, poorly fitted or top-dose-only effect, or another doubt; inactive = no such curve, though single readings can be large; an effect the other way counts as inactive or inconclusive. This is a random part of the collection; any-hit rate near 4.1%.

smiles	EPAC1 agonist	FUS suppressor	PI5P4Ka inh	IL-2 act	Abeta yeast res	WRN helicase inh	EPAC1 antagonist	PLK1 PBD block
NC(=S)NNC(=O)c1cc(C(F)(F)F)cc(C(F)(F)F)c1	-15%	14%	-1	0.8	-12%	7%	5%	-3%
OC[C@H]1O[C@H](OC[C@H]2OC(O)[C@H](O)[C@@H](O)[C@@H]2O)[C@H](O)[C@@H](O)[C@@H]1O (some centres undefined)	-17%	-17%	-6	0.5	-17%	0%	3%	-1%
Cc1c(N(C)S(=O)(=O)c2cc(C(=O)N3CCCC3)ccc2Cl)c(=O)n(-c2ccccc2)n1C	-5%	·	2	-1.0	1%	2%	7%	8%
Cc1cccc(CSC(=N)N)c1	2%	-28%	-2	-0.7	24%	7%	-2%	-8%
CC(=O)N1CCN(C(=O)c2ccc(-c3ccccc3Cl)o2)CC1	9%	-3%	0	1.2	-15%	0%	-8%	-9%
O=C(NCc1ccccn1)c1cccc(NS(=O)(=O)c2cccc(Cl)c2)c1	-6%	14%	-1	-1.6	-1%	7%	-16%	-1%
Cc1nn(-c2ncc(C(F)(F)F)cc2Cl)c(=O)n1-c1ccc(F)cc1	-5%	-9%	-6	-1.7	1%	0%	-8%	?
CC(OC(=O)c1ccc(-n2cnnn2)cc1)C(=O)Nc1ccc(F)c(F)c1F (centres undefined)	13%	6%	0	-0.5	-8%	-18%	-11%	-10%
COc1ccc(-c2cn[nH]c2-c2ccc(OCc3ccc(F)cc3)cc2O)cc1OC	20%	?	6	-0.4	-21%	-2%	-7%	-15%
Cc1cc(C)c(NC(=O)CSc2nc3c(c(=O)n2C)SC(C)C3)c(C)c1 (centres undefined)	-10%	-12%	-3	-1.2	-7%	3%	-14%	0%
CN1CCN(C(=O)CCCOc2ccc(Cl)cc2Cl)CC1	6%	3%	1	1.8	4%	-3%	-9%	3%
CN1C(c2ccccc2)CC(=NO)CC1c1ccccc1 (centres undefined)	-5%	1%	3	-0.3	5%	0%	-6%	6%
COc1ccc(NC(=O)Nc2ccc3c(c2)C(=O)N([C@H](C)CO)C[C@H](C)[C@@H](CN(C)S(C)(=O)=O)O3)cc1	3%	2%	-2	-0.2	10%	-2%	-5%	-2%
O=[N+]([O-])c1ccccc1CN1CCN(Cc2ccc3ccccc3c2)CC1	16%	8%	-4	0.7	10%	6%	-14%	1%
CCOC(=O)c1c(NC(=O)CN2CCCCC2)sc(C)c1C	4%	-28%	-7	-0.8	-6%	8%	9%	1%
CC1(C(=O)Nc2cccc3ncccc23)CCN1C(=O)CCc1ccccc1 (centres undefined)	-5%	5%	2	0.7	-14%	-2%	-9%	-14%
Cc1cc(C)cc(NC(=O)CSc2ccc(-c3cccs3)nn2)c1	6%	14%&19%	5	-5.3	-5%&-16%	-24%	-54%	?
CCSc1nnc2c(n1)OC(c1ccc(C(=O)O)cc1)N(C(C)=O)c1ccccc1-2 (centres undefined)	-3%	3%	0	1.1	-10%	-7%	-23%	-3%
CCn1c2ccccc2c2cc(NC(=O)c3cccc([N+](=O)[O-])c3)ccc21	0%	14%	3	-3.1	18%	3%	1%	0%
COc1ccc(Cn2c(=S)[nH]c3ccccc32)cc1	13%	-14%	-2	1.7	11µM*	-3%	-5%	-7%
O=C(NC(Cc1ccccc1)C(=O)NC(Cc1ccccc1)C(=O)O)c1ccccc1 (centres undefined)	7%	9%	-5	0.6	-12%	3%	7%	-15%
COc1ccc(C(=O)NCc2nnc(SCC(=O)c3ccccc3)o2)cc1	-6%	24%	2	-0.8	-4%	4%	-8%	-2%
O=C(CN1CCOCC1)OCCCC1CCCCC1	7%	-7%	6	0.5	-2%	2%	-9%	?
Cc1cc2c(cc1C)-n1nnnc1C(N(C)CCc1ccccc1)C(=O)N2 (centres undefined)	0%	24%	-1	-0.1	10%	-2%	5%	-6%
Cc1ccc(Cl)cc1N1CCN(C(=O)CN(c2ccccc2)S(=O)(=O)N(C)C)CC1	4%	16%	-28	-0.3	-6%	-11%[11.6 µM]	?	-21%
Cc1cc(=O)c2cc(C(=O)c3ccccc3)ccc2[nH]1	-6%	-15%	-2	0.8	1%	10%	-3%	-14%
O=C(NCc1ccccc1)C1=C[C@H](C2CC2)C[C@H](OCCCCO)O1	3%	0%	-1	0.3	8%	-3%	-12%	4%
CCn1c(SCC(=O)NCCc2ccc(OC)c(OC)c2)nc2c1c(=O)n(C)c(=O)n2C	9%	·	-2	3.5	-7%	-3%	7%	-1%
CCN1CCN(CCNC(=O)c2ccc(/C=C3\Sc4ccccc4N(Cc4ccccc4F)C3=O)cc2)CC1	1%	?	-7	-4.1	0%	-7%	-4%	?
COc1cc(OC)c(NS(=O)(=O)c2cn(C)cn2)cc1Cl	2%	7%	0	-1.8	5%	-1%	2%	-2%
CCOCCCNC(=O)C(c1ccc(OC)cc1)N(Cc1cccs1)C(=O)c1ccccc1O (centres undefined)	7%	8%&17%	2	0.1	0%&-9%	-34%	-19%	-5%
O=C(N/N=C/c1ccco1)C1CC(=O)N(c2ccccc2)C1 (centres undefined)	1%	·	-8	-2.6	9%	-22%	10%	-11%
CCOC(=O)C1=C(CCc2ccccc2)NC(=O)NC1c1ccc(C#N)cc1 (centres undefined)	3%	11%	-4	-2.5	0%	1%	6%	-4%
Cc1cccc(C)c1OCc1nnc(NC(=O)CSc2ccc(Cl)cc2)s1	-8%	·	2	3.0	-9%	-9%	6%	-6%
COc1cc(OC)cc(-c2sc3ccc(OC)cc3c2C#CCO)c1	-7%	?	62	-0.6	-12%	-3%	-10%	-1%
COc1ccc(OCC(=O)NNC(=O)c2cccc(O)c2)cc1	7%	-2%	-12	-2.9	-4%	-8%[57.1 µM]	-18%	-18%
Cc1cccc(-n2ncc3c(NCCCn4ccnc4)ncnc32)c1	8%	-15%	2	-0.6	10%	-12%	-1%	1%
C=CCN([C@H](C(=O)OC)C(C)C)S(=O)(=O)CCNCc1ccccc1	-18%	-30%	1	0.2	0%	4%	-2%	-2%
Oc1c(I)cc(Cl)c2cccnc12	-9%	-31%	?	-0.6	-86%[inhibitor]	-10%	-13%	-24%
CCOc1ccccc1NC(=O)Nc1ccncc1	1%	13%	-2	-1.4	-2%	-8%	-19%	4%
CC1(c2ccc(OC(F)F)cc2)NC(=O)N(CC(=O)Nc2ccc3c(c2)OCO3)C1=O (centres undefined)	1%	31%	·	-1.6	-17%	-10%	16%	-4%
O=C(CN1CCN(Cc2ccccc2F)C1=O)NCC1CCCO1 (centres undefined)	6%	-22%	-4	-1.2	-12%	-4%	11%	2%
COc1ccc(-n2cc(C(=O)c3ccc4ccccc4c3O)cn2)cc1	13%	-6%	-1	-1.1	19%	5%	2%	-11%
O=C1C(=O)c2c(C(=O)c3ccccc3)coc2-c2ccccc21	10%	·	-9	-0.6	-83%[inhibitor]	?	1%	?
COc1cc(C(=O)O[C@H]2C/C(C)=C/CC[C@@]3(C)O[C@@H]3[C@H](O)[C@@H]2C(C)C)cc(OC)c1OC	-4%	?	7	-3.3	-3%	-7%	-6%	1%
CCOC(=O)CNC(=S)N1CCn2c(nc3ccccc32)C1	-2%	4%	-4	1.1	-1%	4%	0%	-5%
O=C(c1ccc(COc2ccccc2Br)o1)N1CCN(c2ccccn2)CC1	20%	37%	-23	-1.3	7%	-6%	0%	-5%
COc1ccc2nc3n(c(=O)c2c1)-c1ncccc1C(=O)NC3Cc1ccccc1 (centres undefined)	-3%	9%	-5	-3.0	9%	0%	-9%	1%
CN(C)c1ccc(/C=N/NC(=O)c2ccccn2)cc1	4%	13%	-27	-1.8	7%	5%	-7%	-3%
Cc1cccc(-n2ccnc2CN2CCC(CO)(Cc3ccccc3)CC2)c1	3%	9%	-8	-0.2	9%	-3%	17%	0%

The list continues.
smiles	EPAC1 agonist	FUS suppressor	PI5P4Ka inh	IL-2 act	Abeta yeast res	WRN helicase inh	EPAC1 antagonist	PLK1 PBD block
CN(CC(=O)Nc1ccccc1Br)C(=O)c1cccc(S(=O)(=O)N2CCc3ccccc32)c1	-4%	·	-8	-5.1	7%	-35%	4%	-2%
COc1ccc(NC(=S)N2CCN(S(=O)(=O)c3ccccc3)CC2)cc1	6%	14%	2	-2.0	4%	1%	7%	2%
C[C@H](NC(=O)[C@@H]1CCCN1C(=O)[C@@H]1CCCN1C(=O)c1ccccc1)c1ccccc1	8%	3%	0	3.4	-9%	0%	-1%	0%
CCN(CC)C(=O)CSc1nc(O)c(Cc2ccc(OC)cc2)c(=O)[nH]1	-3%	-25%	?	0.2	5%	2%	-5%	-29%
COc1ccc(C(=O)CC(=O)C(=O)Nc2cc([N+](=O)[O-])ccc2OC)cc1	-5%	-8%	-13	0.1	-16%	-1%	20%	-10%
COC(=O)Cn1cc(/C=C/[N+](=O)[O-])c2ccccc21	7%	17%	-24	-2.6	-32%[inhibitor]	-17%	-1%	?
CC(CCc1ccccc1)NC(=O)COC(=O)c1cccc2ccccc12 (centres undefined)	13%	·	20	-0.2	12%	-3%	-13%	0%
CC(=O)N(CCO)Cc1cc2cc(C)cc(C)c2[nH]c1=O	0%	7%	-5	1.9	14%	-1%	-3%	3%
O=C(O)CCCCCN1C(=O)/C(=C/c2cn(-c3ccccc3)nc2-c2cccs2)SC1=S	89µM*	19%	-9	-0.4	10%	?	50%[activator]	27µM*
CC(C)CC1(C(=O)O)NC(c2ccccc2O)C2C(=O)N(C(C)C)C(=O)C21 (centres undefined)	-22%	-21%	-4	2.3	-14%	4%	?	-21%
CC(C)NC(=O)NNC(=O)c1cc(COc2cc(Cl)cc(Cl)c2)on1	-5%	-18%	4	0.2	8%	-12%	9%	-2%
CCc1ccc(NC(=O)Cn2nc(C)n3cccc3c2=O)cc1	-3%	-11%	-1	-0.6	5%	6%	6%	1%
COc1ccccc1-c1noc2c1C(=O)N(Cc1cn(-c3ccccc3OC)nn1)CC2	-3%	17%	2	-0.7	1%	0%	-25%	-8%

Exported as labelled records: part of the list above
CC(=O)N1CCN(C(=O)c2ccc(-c3ccccc3Cl)o2)CC1
  EPAC1 agonist: 9%; FUS suppressor: -3%; PI5P4Ka inh: 0; IL-2 act: 1.2; Abeta yeast res: -15%; WRN helicase inh: 0%; EPAC1 antagonist: -8%; PLK1 PBD block: -9%

O=C(NCc1ccccn1)c1cccc(NS(=O)(=O)c2cccc(Cl)c2)c1
  EPAC1 agonist: -6%; FUS suppressor: 14%; PI5P4Ka inh: -1; IL-2 act: -1.6; Abeta yeast res: -1%; WRN helicase inh: 7%; EPAC1 antagonist: -16%; PLK1 PBD block: -1%
